Compound activity: PubChem, Sanford-Burnham Center for Chemical Genomics
PfGluPho inh: PfG6PD (Plasmodium falciparum) enzyme inhibition; PfGluPho enzyme, NADPH resazurin-diaphorase fluorescence; inhibition, % at 20 µM; actives 0.78% (n = 350,000); AID 504690;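 active = inhibition reaching at least a set limit at 20 µM in the primary screen, cut at about 59% in these data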;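 also: 0% = DMSO wells with substrate and 100% = DMSO wells lacking glucose-6-phosphate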
SENP6 inh: SENP6 protease inhibition | Q9GZR1 | Recombinant SENP6 catalytic domain, aminoluciferin luminescence | actives 1.8% (n = 330,000) | inhibition, % at 10 µM;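 active = inhibition above about 50% at the single tested dose, limit read from the data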;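 also: plate controls were DMSO wells with enzyme for no effect and DMSO wells lacking enzyme for full effect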
HKDC1 inhibitor: blocks human hexokinase HKDC1 activity | Q2TB90 | recombinant HKDC1, G6PDH/diaphorase resazurin coupled fluorescence | inhibition, % at 20 µM | actives 0.16% (n = 340,000) | AID 493160;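 active = inhibition above about 35% when tested at 20 µM, limit read from the data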;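 also: plate controls were DMSO wells with enzyme for no effect and DMSO wells lacking enzyme for full effect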
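Test system: recombinant HKDC1 (HK5) hexokinase enzyme, produced in-house; Amount: enzyme 5 µg/mL final; Buffer or medium: Tris pH 8.0 buffer with MgCl2, Tween-20, BSA, BME; Reagent: glucose and ATP substrates; Doses: 20 µM test compound, 1% DMSO; Incubation: 90 min reaction incubation at room temperature, dark; Detection: resorufin fluorescence at 613 nm.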
SENP8 block: SENP8 (human) protease inhibition; AID 602440; recombinant SENP8, Nedd8 substrate fluorescence; actives 0.64% (n = 360,000); Q96LD8; inhibition, % at 20 µM; in the data active = inhibition mostly above about 40%, no sharp cut-off; inactive = mostly below about 27%
Target sequence (Q96LD8 whole entry, looked up): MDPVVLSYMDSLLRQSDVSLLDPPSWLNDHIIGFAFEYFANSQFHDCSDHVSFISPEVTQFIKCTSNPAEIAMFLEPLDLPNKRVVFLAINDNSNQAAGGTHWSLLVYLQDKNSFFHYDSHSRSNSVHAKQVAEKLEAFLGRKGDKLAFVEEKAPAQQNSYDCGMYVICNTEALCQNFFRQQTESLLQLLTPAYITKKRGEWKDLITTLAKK
SENP7 block: SENP7 protease inhibition; inhibition, % at 5 µM; actives 1.5% (n = 330,000); recombinant SENP7, Z-RLRGG-aminoluciferin luminescence, 40 min; AID 434973;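 active = inhibition above about 50% at the single test dose, limit read from the data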;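 also: plate controls were DMSO with enzyme for no effect and no enzyme buffer wells for full effect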
Target sequence (Q9BQF6 706-1050 limits assumed): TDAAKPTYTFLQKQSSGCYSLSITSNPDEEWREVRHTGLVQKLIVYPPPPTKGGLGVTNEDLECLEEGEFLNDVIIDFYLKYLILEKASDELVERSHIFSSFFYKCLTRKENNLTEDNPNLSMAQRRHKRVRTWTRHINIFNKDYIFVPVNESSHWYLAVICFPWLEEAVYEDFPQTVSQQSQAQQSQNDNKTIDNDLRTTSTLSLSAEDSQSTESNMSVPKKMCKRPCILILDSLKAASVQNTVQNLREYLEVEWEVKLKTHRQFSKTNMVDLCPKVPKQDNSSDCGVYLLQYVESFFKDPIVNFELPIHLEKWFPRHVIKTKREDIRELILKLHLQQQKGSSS
NR3A LBD binder: modulates the human NR3A ligand-binding domain | NR3A LBD differential scanning fluorimetry, Tm shift; 0% = protein alone, 100% = glycine-bound protein | Tm shift relative to glycine control, % at 25 µM | actives 2.5% (n = 340,000) | AID 1259313;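 active = melting temperature shift of at least 10% of the positive control shift, at one fixed dose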
MPTP block: permeability transition pore inhibition | isolated mouse mitochondria, Ca2+ swelling absorbance, 30 min | inhibition, % at 10 µM | actives 1.4% (n = 360,000);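 active = inhibition of 50% or more, scaled per plate between neutral and stimulator controls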;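 also: 0% = DMSO wells given calcium and 100% = 1 mM EGTA wells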
ATG4B inhibitor: ATG4B (human) cysteine protease inhibition. Q9Y4P1. ATG4B cleavage of LC3-PLA2, NBD-HPC fluorescence, 1 h. inhibition, % at 8.33 µM. actives 0.51% (n = 340,000). AID 504462; in the data active = inhibition above about 40%
Target sequence (Q9Y4P1 whole entry, looked up): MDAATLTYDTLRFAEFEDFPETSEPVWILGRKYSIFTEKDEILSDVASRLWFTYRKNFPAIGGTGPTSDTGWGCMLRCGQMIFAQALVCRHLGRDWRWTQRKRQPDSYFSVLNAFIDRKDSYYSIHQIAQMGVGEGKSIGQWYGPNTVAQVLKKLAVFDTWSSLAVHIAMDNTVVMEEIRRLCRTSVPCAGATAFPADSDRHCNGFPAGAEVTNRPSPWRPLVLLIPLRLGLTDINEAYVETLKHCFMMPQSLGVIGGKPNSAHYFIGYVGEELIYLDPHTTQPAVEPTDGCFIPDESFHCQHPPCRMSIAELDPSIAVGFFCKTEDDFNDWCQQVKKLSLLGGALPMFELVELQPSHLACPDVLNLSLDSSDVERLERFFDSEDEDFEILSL
* marks the source's active call; other numbers are inactive results; i = inactive; x = not tested or not shown.

Sample of the layout:
SMILES	PfGluPho inh	SENP6 inh	HKDC1 inhibitor	SENP8 block	SENP7 block	NR3A LBD binder	MPTP block	ATG4B inhibitor
Cc1cc(C)n(C(C)CC(=O)Nc2ccc3c(c2)OCO3)n1 (centres undefined)	21	3	-7	13	-5	2	0.0	-4
CC(=O)c1cccc(NC(=O)CCc2nnc3ccc(NCc4ccc5c(c4)OCO5)nn23)c1	0	9	-1	-12	-8	1	1.2	-6

The listing, previewed entries included:
SMILES	PfGluPho inh	SENP6 inh	HKDC1 inhibitor	SENP8 block	SENP7 block	NR3A LBD binder	MPTP block	ATG4B inhibitor
Cc1cc(C)n(C(C)CC(=O)Nc2ccc3c(c2)OCO3)n1 (centres undefined)	21	3	-7	13	-5	2	0.0	-4
CC(=O)c1cccc(NC(=O)CCc2nnc3ccc(NCc4ccc5c(c4)OCO5)nn23)c1	0	9	-1	-12	-8	1	1.2	-6
CCNC(=S)N1C2CCC1CC(NC(=O)Nc1ccc(C(=O)OCC)cc1)C2 (centres undefined)	17	14	-2	7	-2	-2	0.6	-7
c1ccc(CSc2nnc(-c3ccccc3)c(-c3ccccc3)n2)cc1	-3	-13	-2	12	-13	3	-0.9	0
O=C(CSc1nc(-c2ccccc2)cs1)NCCCN1CCCC1=O	8	6	-7	-5	0	0	0.0	1
COc1ccc(CN2CCN(c3ccccn3)CC2)c(OC)c1	-9	1	-3	30	12	3	-0.5	-2
Cc1ccc(C)c(NS(=O)(=O)c2ccc(OCC(=O)NCc3cccnc3)cc2)c1	-11	3	-5	14	-2	-3	-0.2	2
COc1ccc(/C=N/NC(=O)Cc2ccc(Cl)cc2)cc1OC	8	-2	-8	8	2	-6	0.9	-12
Cc1onc(-c2ccccc2)c1C(=O)NCc1ccc(F)cc1	-16	4	1	10	13	11*	3.3	7
Cc1sc2ncn(CC(=O)N3CCN(c4ccccc4)CC3)c(=O)c2c1S(=O)(=O)N1CCOCC1	-5	-18	-7	9	-1	-1	-0.8	3
Cc1ccc(-n2c(-c3cnccn3)n[nH]c2=S)cc1	21	-4	14	15	-1	3	-1.4	1
COc1ccc(C(=O)NC(=S)N2CCN(C)CC2)cc1Br	7	-8	-12	17	2	-1	0.9	-5
COc1ccc(NC(=O)N2CCN(c3cccc(C(F)(F)F)c3)CC2)cc1OC	2	-4	6	7	1	2	-0.1	-7
N#CC1=C2SCC(O)(c3ccccc3)N2C(=O)CC1c1ccccc1F (centres undefined)	11	-7	10	-8	0	1	-0.3	-11
COc1ccccc1NS(=O)(=O)c1ccc(NC(=O)c2[nH]nc(OC)c2[N+](=O)[O-])cc1	-31	-5	13	1	6	-4	1.2	3
CC[C@H]1OC(=O)[C@H](C)[C@@H](O[C@H]2C[C@@](C)(OC)[C@@H](O)[C@H](C)O2)[C@H](C)[C@@H](O[C@@H]2O[C@H](C)C[C@H](N(C)C)[C@H]2O)[C@](C)(O)C[C@@H](C)C(=NOCOCCOC)[C@H](C)[C@@H](O)[C@]1(C)O	-18	4	-2	9	-1	1	-5.0	-3
CCN(CC)S(=O)(=O)c1ccc(Cl)c(NC(=O)COC(=O)c2cccn2C)c1	13	-14	13	10	-13	1	0.0	-6
Cc1ccc(C(=O)Nc2ccc(C(=O)/C=C/c3cccs3)cc2)cc1	-12	-16	-3	8	10	15*	9.0	-3
CCOC(=O)C1=C(C)NC(=O)NC1c1ccc(N2CCC(c3ccccc3)=N2)cc1 (centres undefined)	-27	2	-10	-381	-2	-1	0.1	-3
Cc1nc2ccc(C(=O)OCc3nnc(-c4ccc(Br)cc4)o3)cc2nc1C	-5	-7	-5	14	-6	-1	-0.8	-8
Cc1ccc(Cn2ncc3c(NCCCN4CCOCC4)ncnc32)cc1	-1	-14	-7	7	3	0	-1.9	-10
c1cncc(-c2nc(NCc3ccco3)c3ccccc3n2)c1	20	-5	-4	-12	10	1	0.0	-4
CCC(=O)Nc1ccc(NC(=O)c2ccccn2)cn1	5	17	-3	14	3	2	-2.4	-14
O=C(NC12CC3CC(CC(C3)C1)C2)c1ccc(Br)o1	8	9	0	17	-3	2	-0.2	3

One compound at a time (already shown). Order of screens: PfGluPho inh, SENP6 inh, HKDC1 inhibitor, SENP8 block, SENP7 block, NR3A LBD binder, MPTP block, ATG4B inhibitor
Listed for Cc1ccc(-n2c(-c3cnccn3)n[nH]c2=S)cc1 : 21, -4, 14, 15, -1, 3, -1.4, 1
Listed for CCOC(=O)C1=C(C)NC(=O)NC1c1ccc(N2CCC(c3ccccc3)=N2)cc1 (centres undefined) : -27, 2, -10, -381, -2, -1, 0.1, -3
Listed for Cc1nc2ccc(C(=O)OCc3nnc(-c4ccc(Br)cc4)o3)cc2nc1C : -5, -7, -5, 14, -6, -1, -0.8, -8
Listed for Cc1sc2ncn(CC(=O)N3CCN(c4ccccc4)CC3)c(=O)c2c1S(=O)(=O)N1CCOCC1 : -5, -18, -7, 9, -1, -1, -0.8, 3

The list goes on.
SMILES	PfGluPho inh	SENP6 inh	HKDC1 inhibitor	SENP8 block	SENP7 block	NR3A LBD binder	MPTP block	ATG4B inhibitor
CC1CCCN(C(=O)COC(=O)C2CCN(S(=O)(=O)c3ccc(Cl)c(C(F)(F)F)c3)CC2)C1 (centres undefined)	-23	-3	0	17	6	0	0.5	0
COc1ccc(CC(=O)NNC(=O)c2cc(C)[nH]n2)cc1	-13	-14	5	8	0	-2	-2.2	3
COC(=O)C1=C(C)NC2=C(C(=O)CC(C)(C)C2)C1c1cnn(C)c1C (centres undefined)	-4	5	-14	-408	7	-7	4.7	-3
COc1ccc(S(=O)(=O)CC2(O)CCN(C(=O)CC(C)C)CC2)cc1	6	-8	0	16	-7	0	-2.1	-9
CC1(C)C[C@H]2C3=CCC4[C@@]5(C)CC[C@H](O[C@@H]6O[C@H](C(=O)O)[C@@H](O)[C@H](O)[C@H]6O)[C@@](C)(CO)C5CC[C@@]4(C)[C@]3(C)C[C@H](O)[C@@]2(CO)[C@@H](O)[C@@H]1O (some centres undefined)	-5	6	-6	3	3	-2	0.2	0
CCOCCCN(C(=O)c1snc(C(N)=O)c1N)C(C(=O)NCCC(C)C)c1ccc(Cl)cc1 (centres undefined)	20	10	-1	-300	-12	2	0.2	-3
CCN1C(=O)CC(C(=O)O)SC1=Nc1ccc(OC)cc1 (centres undefined)	-5	1	-6	17	-1	-2	1.0	1
CC(C)C(NS(=O)(=O)c1ccccc1)C(=O)NC1CCCC1 (centres undefined)	-10	-11	2	7	13	-2	1.2	0
O=C(CSC1=NS(=O)(=O)c2cc(Cl)ccc2N1)NCCc1ccccc1	-32	-3	1	-3	-9	-2	2.0	-6
Cc1ccccc1CN1CCC(CNC(=O)C2CCCN(c3ncnc4c3nc3n4CCCCC3)C2)CC1 (centres undefined)	-11	-2	-4	15	9	1	-1.0	0
CN(C)S(=O)(=O)Oc1ccsc1C(=O)Nc1cccc(Cl)c1	-2	-8	-1	27	-6	-12	-0.1	-8
N#Cc1nc(-c2ccc(Cl)cc2)oc1NCc1ccco1	-2	-11	1	i	3	2	0.7	-6
O=C(NC1CC1)C1CCN(C2CCN(C(=O)Cc3ccc4c(c3)OCO4)CC2)CC1	5	-19	-10	7	-6	-1	-2.6	9
CCCCn1c(NC(=O)c2ccco2)c(S(=O)(=O)c2ccc(C)cc2)c2nc3ccccc3nc21	2	x	8	-403	x	-1	22	-3
COc1ccccc1NS(=O)(=O)c1cccc(C(=O)N/N=C/c2ccc(NC(C)=O)cc2)c1	9	-5	-1	-238	7	-2	1.2	-11
CC(C)C[C@H]1CN([C@@H](CC(C)C)CN2CCCC2CN2C(=S)NC[C@@H]2Cc2ccc(O)cc2)C(=S)N1CC1CCCCC1 (some centres undefined)	25	x	-5	-5	x	13*	3.9	x
Cc1cc(C)c(-c2c(O)c3c(n(C)c2=O)CC(C)(C)CC3=O)c(C)c1	19	-2	8	15	11	-4	-0.3	-2
CCC(=O)N1c2ccccc2NC2=C(C(=O)CC(C)(C)C2)C1c1ccc(O)c(OC)c1 (centres undefined)	-4	10	-7	-38	13	-4	0.0	-2
CCC(C)NC(=O)C(Cc1ccccc1)n1cccc1 (centres undefined)	2	-18	-2	2	0	-1	0.9	-8
O=c1[nH]c2ccccc2nc1-c1cccs1	-1	-5	5	-303	9	-1	0.6	-8
N#CC(Cc1cc2ccccc2n1S(=O)(=O)c1ccccc1)OCc1ccccc1 (centres undefined)	24	x	2	-8	11	1	0.1	x
O=S(=O)(Nc1nc2c(s1)CCCC2)c1ccc(F)cc1	-4	11	-12	1	-2	-2	-1.7	-7
CSc1n[nH]c(NCc2ccc(C)cc2)n1	7	-2	0	27	-3	-2	-0.7	-6
CSCCC(NC(=O)c1ccc([N+](=O)[O-])cc1Cl)C(=O)OC1CCCCC1=O (centres undefined)	13	-17	-2	6	-7	-2	-1.0	1
CN(C(=O)COC(=O)CNC(=O)c1ccc(C(C)(C)C)cc1)c1c(N)n(Cc2ccccc2)c(=O)[nH]c1=O	-5	-15	5	13	14	0	-2.7	-5
O=C(/C=C/c1cccs1)NC(=S)Nc1ccc(C(=O)O)cc1	3	-18	21	18	0	0	1.2	5
N/C(Cc1cccs1)=N\OC(=O)COc1ccccc1	8	-11	-3	30	-6	6	-0.8	-5
CCOC(=O)N1CCN(C(=O)CCN2C(=O)COc3ccccc32)CC1	-5	-18	-5	17	11	-5	0.0	-2
CC(Sc1nnc(Cc2cccs2)n1C1CCCCC1)C(N)=O (centres undefined)	7	-11	0	31	3	-1	-0.2	1
Cc1ccc(NS(=O)(=O)c2cccc(C(=O)NCCCn3ccnc3)c2)cc1	2	1	3	12	-37	2	-0.9	-10
C=CCN(C)NC(=S)Nc1ccccc1	-2	5	-9	3	-6	-3	0.6	-9
CS(=O)(=O)N1CCN(c2ccc(NC(=O)c3ccc(-c4ccc(Cl)cc4)o3)cc2)CC1	-11	1	-6	7	5	-3	1.6	-10
CCOc1ccc(CN2CCN(Cc3cc4ccccc4[nH]3)CC2CCO)cc1 (centres undefined)	4	x	-4	-121	x	-2	-1.1	-8
O=C(Nc1cccnc1)c1ccc(Cl)c(S(=O)(=O)N2CCCCC2)c1	7	-2	2	7	-11	4	-1.8	-7
O=C(NNC1=NCCCCC1)c1ccccc1	1	-1	-9	20	-4	2	0.1	-2
CN(C)C=NC(=O)c1cccn1-c1ncc(C(F)(F)F)cc1Cl	-13	-16	-4	10	-4	-2	0.5	8
O=c1[nH]c2cccnc2n(CCNc2ncc(C(F)(F)F)cc2Cl)c1=O	-5	13	-6	-74	5	-2	0.7	-7
COC(=O)/C(=C/c1ccco1)NC(=O)c1ccc(Br)o1	1	6	-6	-2	2	-6	2.1	-4
CC1(C)OC2CCN3C(C(O)COS3(=O)=O)C2O1 (centres undefined)	-14	-5	-7	15	-13	2	-1.2	1
Cc1c(NCc2nc3ccccc3[nH]2)c(=O)n(-c2ccccc2)n1C	2	35	3	-10	28	0	0.0	-12
COc1cccc(N2CCN(C(=O)c3c(C)nn(-c4ccccc4)c3C)CC2)c1	-11	12	-6	-5	-6	0	-0.5	-21
CCCCn1c(N)c(N(CCOC)C(=O)c2ccc(NC3CC3)c([N+](=O)[O-])c2)c(=O)[nH]c1=O	-14	-1	-7	-7	-15	0	-1.3	1
CCOC(=O)c1ccc(NC(=O)c2nc[nH]c2C(=O)N[C@@H](Cc2ccccc2)C(=O)OC(C)(C)C)cc1	4	-5	-5	6	-6	-7	1.9	-11
NNc1ccccc1C(F)(F)F	7	x	7	6	x	1	0.9	-11
COc1ccc(CCNC(=O)COC(=O)c2ccccn2)cc1	-12	4	-2	22	-1	-12	-1.9	-6
CC(=O)c1ccc(NC(=O)c2cc(CC(C)C)nc3ccccc23)cc1	5	3	-4	9	9	2	1.2	-12
COC(CNc1ncnc2sc(-c3ccccc3)cc12)OC	15	13	-1	-301	0	0	1.5	-16
